# LYP inhibition – PTPN22 lymphoid phosphatase activity blockers – biochemical, fluorescence intensity, uHTS (AID 1779) | recombinant LYP phosphatase, fluorescence intensity; higher % means a stronger effect | inhibition, % at 11.5 µM, or IC50 in µM where a hit was titrated | 290,000 tested, 0.054% active; in the data active means inhibition above about 50%;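 further: plate controls were vehicle with enzyme for no effect and no enzyme for full effect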
# Rac1 GTP hydrolysis – MgcRacGAP GTPase-activating activity inhibitors, confirmation, biochemical, ADP Hunter fluorescence | MgcRacGAP-stimulated Rac1 GTP hydrolysis, ADP Hunter fluorescence; higher % means a stronger effect; GST-tagged Rac1 F28L mutant substrate | inhibition, % at 30 µM; hits with a dose series show IC50 in µM | 340,000 tested, 0.6% active | AID 624330;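 active means first-screen hits whose inhibition reached a set limit at any dose in the follow-up dose series; inconclusive means inhibition above the set first-screen limit but never retested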;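 further: fluorescence reports GDP produced by GAP-driven GTP hydrolysis; strong numbers were not always called active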
# West Nile virus CPE – West Nile virus antiviral activity, cell-based, CPE readout (AID 1621). CPE inhibition, % at 10 µM; hits with a dose series show IC50 in µM. West Nile virus-infected cells, CPE inhibition; higher % means a stronger effect. 290,000 tested, 0.02% active; in the data active means a potency from the dose series; inconclusive means CPE inhibition mostly from about 3.7% at the one dose, without a potency; inactive means the rest, 99 in 100 with CPE inhibition below about 2.2%; further: strong numbers were not always called active
# RSV CPE inhibition – inhibition of RSV-induced cytopathic effect – HEp-2 cells, primary 10 µM value included (AID 2391). 310,000 tested, 0.13% active. CPE inhibition, % at 10 µM, or IC50 in µM where a hit was titrated. HEp-2 cells, RSV-induced CPE inhibition; higher % means a stronger effect; in the data active means a potency from the dose series; inconclusive means CPE inhibition mostly from about 23% at the one dose, without a potency; inactive means the rest, 99 in 100 with CPE inhibition below about 21%; further: strong numbers were not always called active
# ER stress rescue – protection against thapsigargin-triggered cell killing – 384-well, CSM14.1, ATP luminescence, primary screen (AID 1222); cellular ATP content (survival), % at 20 µM, or EC50 in µM where a hit was titrated; CSM14.1 thapsigargin-induced death rescue, ATP luminescence; higher % means a stronger effect; 190,000 tested, under 10 active;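 active means EC50 below 50 µM in the dose-response confirmation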;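 further: death triggered by thapsigargin at about 15 µM added after 2 h compound pretreatment; cell ATP read after overnight thapsigargin exposure of roughly 18 to 22 hours; normalized against plate controls of thapsigargin alone and 5% DMSO vehicle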
# Dengue-2 NS5 capping – flavivirus cap methylation enzyme inhibition – biochemical, confirmation dose response, primary screen (AID 588689); 340,000 tested, 0.3% active; one-dose inhibition, % at 25 µM; IC50 in µM for titrated hits; Dengue-2 NS5 methyltransferase capping enzyme assay, biochemical; higher % means a stronger effect; in the data active means a potency from the dose series; inconclusive means inhibition above about 29% without an active follow-up result
# GPR35 arrestin U2OS – GPR35 antagonists blocking zaprinast-driven arrestin recruitment, primary screen, imaging, U2OS, beta-arrestin-GFP, zaprinast agonist (AID 2058). U2OS GPR35 beta-arrestin-GFP translocation imaging, zaprinast antagonism; higher % means a stronger effect. inhibition, % at 10 µM; hits with a dose series show IC50 in µM. 290,000 tested, 0.052% active;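 active means inhibition of at least 50% with at least 30 cells and total cytoplasm GFP at most 10,000,000; inconclusive means under 30 cells or total GFP of 10,000,000 plus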
# PhoP inhibition – PhoP-dependent GFP reporter repression – Salmonella Typhimurium, primary screen (AID 1863); S. Typhimurium PhoP-regulated promoter GFP reporter, 4 h; higher % means a stronger effect; inhibition, % at 50 µM; hits with a dose series show IC50 in µM; 300,000 tested, 0.16% active;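 active means inhibition over 29.93%, a cutoff 3 SD above the screen mean, later confirmed by dose response; inconclusive means inhibition over 29.93% but no dose response follow-up; inactive means inhibition at most 29.93% or unconfirmed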;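 further: 0% = low Mg2+ inducing control and 100% = high Mg2+ repressing control; strong numbers were not always called active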
# Large T inhibition – TAg ATPase/helicase activity blockers – biochemical (AID 1903); SV40 large T antigen ATPase/helicase inhibition assay; higher % means a stronger effect; inhibition, % at 20 µM; hits with a dose series show IC50 in µM; 310,000 tested, 0.39% active; in the data active means a potency from the dose series; inconclusive means inhibition mostly from about 32% at the one dose, without a potency; inactive means the rest, 99 in 100 with inhibition below about 32%; further: strong numbers were not always called active
# Dengue-2 NS5 capping pilot replicate – also measured in Dengue-2 NS5 capping; calls as there; inhibition, %; measured here: pilot screen replicate inhibition
# Active calls of the source: *; ? = inconclusive; / = not tested or not shown.
SMILES,LYP inhibition,Rac1 GTP hydrolysis,West Nile virus CPE,RSV CPE inhibition,ER stress rescue,Dengue-2 NS5 capping,GPR35 arrestin U2OS,PhoP inhibition,Large T inhibition,others
Cc1[nH]n(-c2nc(-c3ccc(Cl)cc3)cs2)c(=O)c1N=Nc1ccc(O)cc1,5.0%,/,2.0%,8.3%,0.1%,/,-4.2%,-7.1%,9.3%,
COc1ccc(N2C(=O)NC(NC(=O)C(C)(C)C)(C(F)(F)F)C2=O)cc1 (centres undefined),-1.8%,6.6%,0.4%,1.0%,/,-8.8%,14.7%,-4.8%,6.8%,
O=C(NC(Cc1ccccc1)C(=O)O)/C(=C\c1ccccc1)NC(=O)c1ccco1 (centres undefined),-6.0%,8.0%,-0.3%,0.8%,/,-0.8%,-5.8%,1.4%,3.2%,
CC1(C)C2CCC(C2)C1(C)NC(=O)CNCC1CCCCC1 (centres undefined),-8.4%,23.9%,-1.8%,-1.1%,-2.4%,-8.2%,-17.5%,0.2%,8.8%,
O=C(NCCN1CCN(S(=O)(=O)c2ccc(F)cc2)CC1)C(=O)NCc1ccccc1,-9.5%,5.2%,-1.1%,0.7%,/,-4.9%,1.9%,-3.1%,14.2%,
O=C(CN(CC1CCCO1)C(=O)CNS(=O)(=O)c1ccc(F)cc1)NC1CCCC1 (centres undefined),-5.2%,7.8%,0.0%,1.1%,/,0.0%,-4.9%,-1.9%,7.5%,
O=C(Nc1ccc(S(=O)(=O)Nc2nccs2)cc1)C(F)(F)F,/,4.7%,/,1.9%,/,3.9%,/,/,10.2%,
COc1ccc(Cc2nnc(Nc3ccc(C)cc3C)[nH]c2=O)cc1,-4.1%,3.2%,0.0%,3.6%,-0.9%,-2.4%,2.9%,0.1%,2.8%,
COc1cc(NS(=O)(=O)c2ccc(NC(=S)NC(=O)/C=C/c3ccco3)cc2)ncn1,0.2%,?,0.3%,/,0.7%,-4.4%,12.1%,-0.1%,53.2%,
Cc1ccc(S(=O)(=O)c2nnn3c2nc(N2CCC(C(N)=O)CC2)c2ccccc23)cc1,-2.0%,12.5%,1.9%,3.6%,/,0.9%,-2.0%,-7.9%,13.0%,
Cc1cc(C)cc(NC(=O)CCCn2nc(C)c3c(C)n(-c4ccccc4)nc3c2=O)c1,-2.1%,5.9%,1.7%,6.8%,/,-7.9%,9.2%,-1.1%,6.0%,
CC(=O)CSc1nnc(-c2ccc3c(c2)OCO3)o1,0.8%,10.0%,0.6%,0.9%,-3.8%,-4.7%,3.1%,0.1%,1.3%,
CCOc1cc(-c2cc(-c3ccc(N)cc3)nc(N)c2C#N)ccc1O,-6.5%,131µM*,?,?,-1.2%,-8.8%,-4.7%,7.6%,20.1%,
O=C(CSc1nc(-c2ccccc2)c(-c2ccccc2)o1)NCCCO,-5.6%,/,0.8%,1.4%,/,-8.3%,12.8%,-6.7%,5.9%,
CCOc1cc(CN2CCC(CO)(Cc3cccc(C(F)(F)F)c3)CC2)ccc1OC,-13.4%,7.8%,-0.7%,-2.1%,-1.5%,2.3%,13.8%,-1.8%,5.1%,
CCOc1ccc(C(=O)OC(C)CN2CCN(C)CC2)cc1 (centres undefined),-2.4%,-11.7%,-0.1%,0.1%,/,-2.0%,5.7%,-7.7%,7.4%,
O=C(Cn1cnc2ccccc2c1=O)NCCC(=O)N1CCN(c2ccccc2)CC1,-4.5%,6.5%,-0.8%,2.6%,-3.8%,5.5%,3.2%,3.6%,9.2%,
Cc1ccc(-c2csc(Nc3ccccn3)n2)cc1,-1.7%,14.0%,-1.6%,8.0%,/,-0.4%,-6.8%,-5.1%,13.9%,
O=C(c1ccccc1)c1n[nH]c(-c2ccccc2)cc1=O,-9.0%,11.0%,0.5%,-1.7%,-1.1%,-0.7%,-11.2%,-23.6%,5.4%,
Cc1[nH]c2ccccc2c1/C=N/NC(=O)c1cccc(S(=O)(=O)Nc2cccc(C(F)(F)F)c2)c1,7.0%,3.3%,-1.0%,38.6%,-1.3%,/,-10.3%,3.9%,2.6%,
CCOc1ccc(C(=O)c2cccs2)cc1,-8.3%,5.5%,-0.3%,2.5%,0.4%,-3.2%,8.1%,4.7%,-3.5%,
COc1cccc(N2CCN(c3ccc4nnc(CCC(=O)Nc5cc(C)ccn5)n4n3)CC2)c1,-5.1%,4.6%,0.4%,0.2%,/,-13.6%,13.1%,1.0%,6.6%,
Cn1c(=O)cc(SCC(=O)Nc2cccnc2)c2ccccc21,-2.5%,4.8%,0.7%,3.7%,0.9%,-1.5%,1.4%,11.8%,2.9%,
Cc1noc(C)c1S(=O)(=O)N1CCCC(C(=O)NCCc2ccc(Cl)cc2)C1 (centres undefined),2.5%,3.3%,-0.8%,0.0%,1.2%,-3.7%,4.4%,-6.5%,4.4%,
COc1ccc(S(=O)(=O)NNC(=O)c2ccc(-n3c(C)ccc3C)cc2)cc1,-1.3%,/,0.2%,1.7%,/,/,13.8%,-14.4%,10.8%,
Cc1ccc(CNc2cnn(C34CC5CC(CC(C5)C3)C4)c(=O)c2Cl)cc1,0.6%,7.5%,-1.6%,13.0%,-2.5%,-1.0%,7.9%,-0.5%,11.4%,
COc1ccccc1CNC(=O)c1ccc(CS(=O)Cc2cccc(Cl)c2)o1 (centres undefined),-5.7%,10.7%,-0.5%,4.4%,/,-4.4%,-8.5%,-7.5%,97.3%,
Cc1onc(-c2ccccc2)c1C(=O)N1CCc2ccccc21,-0.6%,2.9%,-0.5%,0.5%,8.8%,-3.1%,-9.6%,-4.7%,8.9%,
O=C(O)c1ccc(Cl)c(S(=O)(=O)N(Cc2ccccc2)c2ccccc2Cl)c1,-7.7%,12.6%,0.2%,-0.4%,/,0.7%,3.2%,5.1%,13.3%,
COc1ccccc1C(c1nnnn1C(C)(C)C)N1CCN(C(=O)c2ccco2)CC1 (centres undefined),-8.8%,4.1%,-0.1%,2.2%,1.7%,/,18.4%,-6.5%,3.9%,
CCOC(=O)CNC(=O)CSc1nc(-c2ccc(C)cc2)ns1,-3.2%,10.2%,0.1%,1.2%,-1.3%,-1.5%,-12.3%,-0.4%,19.4%,
COc1ccc(CCNC(=O)c2ccc3ccccc3n2)cc1OC,-4.1%,6.1%,-1.1%,8.6%,0.3%,-1.5%,5.5%,7.9%,4.9%,
CCCOCCOC(=O)C1=C(C)NC(=O)NC1c1cc(Cl)c(O)c(OC)c1 (centres undefined),-18.8%,-0.3%,0.5%,-2.2%,-1.0%,1.4%,14.3%,3.6%,11.5%,
COc1cc(NC(=O)[C@@H](NC(=O)N2CCn3c2nc2ccccc23)C(C)C)cc(OC)c1,-3.5%,5.4%,-0.9%,11.2%,/,0.9%,-5.2%,-4.2%,6.3%,
COC(=O)c1cc(Br)c(=O)n(-c2cccc(F)c2)c1,-4.4%,-0.9%,0.4%,0.8%,4.2%,-7.2%,8.8%,1.1%,-0.6%,
C#CCn1c(=NC(=O)CN2C(=O)CCC2=O)sc2cccc(C)c21,-7.0%,12.7%,0.2%,3.2%,-0.5%,2.1%,-1.4%,3.2%,2.7%,

# Next section; the last 4 above are carried over.
SMILES,LYP inhibition,Rac1 GTP hydrolysis,West Nile virus CPE,RSV CPE inhibition,ER stress rescue,Dengue-2 NS5 capping,GPR35 arrestin U2OS,PhoP inhibition,Large T inhibition,others
CCCOCCOC(=O)C1=C(C)NC(=O)NC1c1cc(Cl)c(O)c(OC)c1 (centres undefined),-18.8%,-0.3%,0.5%,-2.2%,-1.0%,1.4%,14.3%,3.6%,11.5%,
COc1cc(NC(=O)[C@@H](NC(=O)N2CCn3c2nc2ccccc23)C(C)C)cc(OC)c1,-3.5%,5.4%,-0.9%,11.2%,/,0.9%,-5.2%,-4.2%,6.3%,
COC(=O)c1cc(Br)c(=O)n(-c2cccc(F)c2)c1,-4.4%,-0.9%,0.4%,0.8%,4.2%,-7.2%,8.8%,1.1%,-0.6%,
C#CCn1c(=NC(=O)CN2C(=O)CCC2=O)sc2cccc(C)c21,-7.0%,12.7%,0.2%,3.2%,-0.5%,2.1%,-1.4%,3.2%,2.7%,
Cc1ccc(C(=O)N/N=C/C=C/c2ccccc2)cc1,-3.8%,3.4%,-0.6%,2.5%,2.6%,-3.6%,12.8%,1.6%,4.5%,
CCC(C)C(NC(=O)C(C)NC(=O)CNC(=O)CNC(=O)OCc1ccccc1)C(=O)OC (centres undefined),-5.6%,9.4%,0.0%,0.8%,0.0%,-1.1%,-1.5%,4.5%,4.4%,
COc1ccc(N2CC(C(=O)Nc3c4c(nn3-c3ccccc3)CS(=O)(=O)C4)CC2=O)cc1 (centres undefined),-4.3%,8.1%,0.6%,1.7%,/,1.3%,0.6%,-4.0%,12.3%,
Cc1ccc(SCCCn2cnc3ccccc3c2=O)cc1,-6.4%,2.5%,0.6%,8.0%,-2.1%,0.0%,-2.3%,5.3%,7.4%,
O=C(CP(=O)(O)CC(=O)c1ccccc1)c1ccccc1,-2.4%,-5.1%,-0.1%,-0.2%,-0.7%,-4.2%,-4.4%,-0.3%,10.9%,
CN(CC(=O)NCc1ccccn1)S(=O)(=O)c1ccc(Br)cc1,-5.4%,5.7%,-0.9%,2.4%,-0.2%,-3.9%,9.7%,5.2%,3.5%,
Cc1nn(C)c(C(=O)N2CCN(C(=O)c3ccco3)CC2)c1[N+](=O)[O-],-2.6%,-2.7%,1.5%,1.9%,-0.4%,-9.4%,5.4%,5.4%,2.3%,
CCCC(=O)Nc1cc(OC)c(OC)cc1C(=O)O,1.7%,0.6%,0.0%,3.6%,5.3%,-5.8%,6.4%,-1.3%,25.6%,
CCCCN(C)CCCNC(=O)CN1N=C(c2ccc(Cl)cc2)CCC1=O,-4.8%,/,-0.7%,-0.7%,/,-3.3%,-17.3%,-1.5%,4.5%,
O=C(Nc1ccccc1C(=O)N/N=C/c1ccco1)c1ccccc1Cl,-3.5%,-15.0%,-0.4%,0.9%,-1.0%,0.8%,4.0%,0.2%,0.0%,
Clc1ccc(-c2nnc(NCc3ccccc3)c3ccccc23)cc1,2.3%,1.1%,-0.6%,3.6%,4.7%,-5.2%,12.0%,11.4%,15.7%,
Oc1cccc(/C=N/Nc2cccc3cccnc23)c1,-0.7%,14.2%,-0.3%,/,0.9%,/,15.3%,1.7%,12.8%,
CCC(Sc1nc2ccccc2s1)C(=O)Nc1nnc(C)s1 (centres undefined),-5.4%,3.4%,0.6%,0.5%,-0.8%,-0.7%,4.1%,-10.0%,5.1%,Dengue-2 NS5 capping pilot replicate=2.1
COC(=O)c1ccc(S(=O)(=O)N2C3CCC2CC(NC(=O)NC2CCCCC2)C3)cc1 (centres undefined),-3.9%,-0.5%,/,2.5%,4.4%,0.0%,0.7%,4.5%,19.1%,

# Source: PubChem BioAssay (several laboratories)
